From PubChem BioAssay
Avidin bead fluor: avidin bead compound fluorescence profile | AID 1775 | Avidin beads, compound fluorescence 488/530 nm, flow cytometry; hits give high values | fluorescence (KMESF) at 10 µM | 220,000 tested, 0.38% active; in the data active = fluorescence above about 47; also: inactives centre near 10
ABCG2 inh: human ABCG2 inhibition, ABCB1 as counter-screen | inhibition, % at 6.6 µM | AID 1325 | Q9UNQ0 | 190,000 tested, 0.1% active | IgMXP3 cells, JC-1 efflux, flow cytometry;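 active = inhibition above 80%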;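 also: 0% = DMSO and 100% = nicardipine control wells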
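Test system: IgMXP3 cells (ABCG2) mixed with DDAO far-red-labelled CCRF-Adr cells (ABCB1). Reagent: JC-1 transporter substrate. Compound dosing: single test compound dose, 6.6 µM final. Times: 10 min compound exposure, 25 °C. Detection: flow cytometry of retained JC-1 fluorescence. Read-out basis: efflux inhibition in percent versus controls. Controls: nicardipine and DMSO wells.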
Bim-Mcl-1: human Bim-Mcl-1 interaction inhibition | inhibition, % at 10 µM | 190,000 tested, 0.1% active | Bead-based flow cytometry, Bim peptide-Mcl-1 binding | Q07820 | AID 1009; in the data active = inhibition above about 40%;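 also: 0% = no compound tracer wells and 100% = peptide blocker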
Target sequence (Q07820 whole entry, looked up): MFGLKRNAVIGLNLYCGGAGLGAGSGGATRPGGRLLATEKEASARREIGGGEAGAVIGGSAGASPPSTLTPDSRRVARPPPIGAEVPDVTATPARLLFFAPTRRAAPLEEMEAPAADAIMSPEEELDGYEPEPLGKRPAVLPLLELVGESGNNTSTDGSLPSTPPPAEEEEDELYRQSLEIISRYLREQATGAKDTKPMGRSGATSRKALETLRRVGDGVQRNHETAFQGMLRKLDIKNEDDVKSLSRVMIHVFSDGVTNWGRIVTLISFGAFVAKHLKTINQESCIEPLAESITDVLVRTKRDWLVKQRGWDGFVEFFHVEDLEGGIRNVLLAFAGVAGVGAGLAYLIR
Pf gamet viab: inhibitors of late stage P. falciparum gametocyte viability; P. falciparum stage V gametocytes, ATP luminescence, 24 h; inhibition, % at 10.9 µM; 150,000 tested, 0.065% active;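 active = inhibition above the mean plus 3 SD of compounds within the control limits, set per campaign, cut at about 38% in these data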;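 also: 0% = DMSO wells and 100% = medium only without gametocytes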
Mcl1 Bid PPI: disrupts binding of human Mcl-1 to Bid peptide | Q07820 | TR-FRET Mcl-1/Bid-Dy647 peptide binding, 1536-well | inhibition, % at 21.7 µM | 220,000 tested, 0.97% active;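 active = compounds that cut the binding signal by more than half at the single screening dose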;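 also: His-tagged Mcl-1 with europium anti-His antibody binding Bid BH3 peptide; 0% = Mcl-1 plus peptide wells and 100% = peptide-only wells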
RGS7-Gao reg: regulators of human RGS7-Galphao interaction | binding response (% of control), % at 10 µM | 220,000 tested, 0.35% active | Multiplexed bead flow cytometry, RGS7-Galphao binding; actives lie on both sides | P09471; in the data active = binding response below about 49% or above about 150%; inconclusive = no clear call, values can overlap the other calls; inactive = in between;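 also: fluorescent Galphao held in activated GDP-AlF4 state binding bead-coupled RGS7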
Target sequence (P09471 whole entry, looked up): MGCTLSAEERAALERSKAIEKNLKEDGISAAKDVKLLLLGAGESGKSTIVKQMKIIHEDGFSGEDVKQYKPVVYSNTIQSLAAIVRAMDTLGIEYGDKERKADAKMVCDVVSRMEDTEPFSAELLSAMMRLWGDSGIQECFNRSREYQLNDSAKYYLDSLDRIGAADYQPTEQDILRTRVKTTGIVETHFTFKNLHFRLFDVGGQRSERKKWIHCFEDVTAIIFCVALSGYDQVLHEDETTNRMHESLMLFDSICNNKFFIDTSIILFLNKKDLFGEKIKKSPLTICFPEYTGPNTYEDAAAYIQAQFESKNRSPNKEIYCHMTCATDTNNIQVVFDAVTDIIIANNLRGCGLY
Mcl1-Noxa inh: disrupts binding of human Mcl-1 to Noxa peptide. Q07820. inhibition, % at 21.7 µM. 220,000 tested, 1.5% active. TR-FRET Mcl-1/Noxa peptide binding, 2 h;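 active = compounds that cut the protein-peptide binding signal by more than 50% relative to plate controls in a single-dose test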;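 also: His-tagged Mcl-1 with rhodamine Noxa BH3 peptide and terbium anti-His antibody; 0% = Mcl-1 plus Noxa peptide wells and 100% = peptide-only wells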
ABCB1 block: blocks JC-1 efflux by human ABCB1 transporter | P08183 | CCRF-Adr cells, flow cytometry | inhibition, % at 6.6 µM | 190,000 tested, 0.067% active; in the data active = inhibition above about 40%;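 also: 0% = vehicle and 100% = reference inhibitor; higher value means more JC-1 retained so stronger ABCB1 efflux block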
RGS4-Gao reg: human RGS4-Galphao interaction regulation. P09471. Multiplexed bead flow cytometry, RGS4-Galphao binding; actives lie on both sides. binding response (% of control), % at 10 µM. 220,000 tested, 0.33% active; in the data active = binding response below about 49% or above about 150%; inactive = in between;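 also: fluorescent Galphao activated with aluminum fluoride binding bead-coupled RGS4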
RGS8-Gao: modulates binding of RGS8 to human Galphao | AID 1423 | P09471 | multiplexed bead flow cytometry; actives lie on both sides | 220,000 tested, 0.34% active | response (percent of control binding), % at 10 µM; in the data active = response below about 60% or above about 140%; inactive = in between;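 also: Galphao activated as the GDP aluminium fluoride complex binding bead-coupled RGS8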
GSH bead fluor: GSH bead compound fluorescence profile. GSH beads flow cytometry, compound fluorescence 488/530 nm; hits give high values. fluorescence (KMESF) at 10 µM. 190,000 tested, 0.25% active. AID 1776; in the data active = fluorescence above about 89;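 also: glutathione beads carrying GST-tagged Bcl family fusion proteins plus one bare bead set; values are compound well signal with DMSO vehicle wells as background; inactives centre near 16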
* hit, by the source's call; ? = inconclusive; · = no result given.

The opening 15 records (preview)
SMILES	Avidin bead fluor	ABCG2 inh	Bim-Mcl-1	Pf gamet viab	Mcl1 Bid PPI	RGS7-Gao reg	Mcl1-Noxa inh	ABCB1 block	RGS4-Gao reg	RGS8-Gao	GSH bead fluor
Cc1cc2nc(C)c(Cc3ccccc3)c(=O)n2[nH]1	11	1	-1	-11	-7	94	20	0.1	95	98	15
Cc1nc(SCC(=O)c2ccc(F)cc2)c([N+](=O)[O-])[nH]1	7	7	-2	·	-8	104	2	0.6	107	102	20
Cc1cccc(NC(=O)CCNS(=O)(=O)c2cccc3nsnc23)c1	6	1	-1	·	-7	102	19	0.4	100	105	42
N#Cc1nc(-c2ccc(Cl)cc2)oc1NCCc1ccccn1	9	-6	0	·	-22	101	-5	-3.3	101	99	11
Cc1ccnc(NC(=O)COC(=O)C23CC4CC(CC(C4)C2)C3)n1	2	·	·	-15	-24	?	-5	·	87	97	·
CC(C)C(=O)N1CCN(c2c(Cl)cccc2[N+](=O)[O-])CC1	7	6	0	·	-16	99	-21	1.0	98	98	23
Cc1ccc(SCC(=O)NC(=O)NCCC(C)C)c(C)c1	13	0	0	-13	-8	99	6	0.2	99	100	15
O=C(Nc1ccccn1)c1sc2cccc(F)c2c1Cl	9	1	0	10	-9	96	-9	-1.7	99	101	12
CCn1c(=O)cc(N2CCCCC2)[nH]c1=O	35	3	0	·	-35	97	-10	0.4	100	99	24
COc1ccc(NC(=O)NC2CCN(C(C)C)CC2)c(OC)c1	17	20	-6	-23	-32	100	15	-1.1	101	100	35
CCc1ccc[n+](-c2nc([O-])sc2C=O)c1	8	·	·	-8	-12	?	-17	·	102	101	·
CSc1nc(-c2ccccc2)cc(C)c1C#N	12	3	-1	11	-28	105	-8	0.2	103	105	23
CC(=O)c1cc(C#N)c(NCc2cc(-c3ccccc3)no2)nc1C	25	3	0	-29	-11	100	-2	1.0	99	102	10
O=C(Cn1nc(C(F)F)cc1C1CC1)NCCC1=CCCCC1	6	7	0	·	-13	103	2	1.6	101	104	13
O=C(COC(=O)Cc1ccsc1)NCc1ccc(Cl)cc1	8	0	-6	-11	-18	92	-2	-0.1	94	95	19

Results, from the start:
SMILES	Avidin bead fluor	ABCG2 inh	Bim-Mcl-1	Pf gamet viab	Mcl1 Bid PPI	RGS7-Gao reg	Mcl1-Noxa inh	ABCB1 block	RGS4-Gao reg	RGS8-Gao	GSH bead fluor
Cc1cc2nc(C)c(Cc3ccccc3)c(=O)n2[nH]1	11	1	-1	-11	-7	94	20	0.1	95	98	15
Cc1nc(SCC(=O)c2ccc(F)cc2)c([N+](=O)[O-])[nH]1	7	7	-2	·	-8	104	2	0.6	107	102	20
Cc1cccc(NC(=O)CCNS(=O)(=O)c2cccc3nsnc23)c1	6	1	-1	·	-7	102	19	0.4	100	105	42
N#Cc1nc(-c2ccc(Cl)cc2)oc1NCCc1ccccn1	9	-6	0	·	-22	101	-5	-3.3	101	99	11
Cc1ccnc(NC(=O)COC(=O)C23CC4CC(CC(C4)C2)C3)n1	2	·	·	-15	-24	?	-5	·	87	97	·
CC(C)C(=O)N1CCN(c2c(Cl)cccc2[N+](=O)[O-])CC1	7	6	0	·	-16	99	-21	1.0	98	98	23
Cc1ccc(SCC(=O)NC(=O)NCCC(C)C)c(C)c1	13	0	0	-13	-8	99	6	0.2	99	100	15
O=C(Nc1ccccn1)c1sc2cccc(F)c2c1Cl	9	1	0	10	-9	96	-9	-1.7	99	101	12
CCn1c(=O)cc(N2CCCCC2)[nH]c1=O	35	3	0	·	-35	97	-10	0.4	100	99	24
COc1ccc(NC(=O)NC2CCN(C(C)C)CC2)c(OC)c1	17	20	-6	-23	-32	100	15	-1.1	101	100	35
CCc1ccc[n+](-c2nc([O-])sc2C=O)c1	8	·	·	-8	-12	?	-17	·	102	101	·
CSc1nc(-c2ccccc2)cc(C)c1C#N	12	3	-1	11	-28	105	-8	0.2	103	105	23
CC(=O)c1cc(C#N)c(NCc2cc(-c3ccccc3)no2)nc1C	25	3	0	-29	-11	100	-2	1.0	99	102	10
O=C(Cn1nc(C(F)F)cc1C1CC1)NCCC1=CCCCC1	6	7	0	·	-13	103	2	1.6	101	104	13
O=C(COC(=O)Cc1ccsc1)NCc1ccc(Cl)cc1	8	0	-6	-11	-18	92	-2	-0.1	94	95	19
O=C(O)Cn1c(SCCOc2ccccc2)nc2ccccc21	10	2	0	-26	1	106	11	0.4	107	99	27
CN(CC(=O)NC1CCN(Cc2ccccc2)CC1)S(=O)(=O)c1ccc2c(c1)c(=O)n(C)c(=O)n2C	8	2	1	10	-16	103	8	0.0	101	100	22
CSc1nnc(Cc2cc(=O)[nH]c(=O)[nH]2)n1-c1cc(C)ccc1C	15	1	0	·	-9	97	1	0.0	97	99	15
O=C(c1ccc(O)cc1)c1ccc(O)cc1O	10	·	·	6	-19	?	-4	·	88	94	·
COc1ccc(C(C)=O)cc1CSc1ncccn1	9	6	-2	-4	-29	?	20	1.1	106	104	13
Cc1nn(C)c(C)c1/C=N/N=C1\CCC2C3CCc4cc(O)ccc4C3CCC12C (centres undefined)	9	2	2	-17	-2	104	-4	0.3	102	102	13
CC(C)C(C(=O)NCc1ccco1)N(C(=O)CNS(=O)(=O)c1ccc(Cl)cc1)C1CCCC1 (centres undefined)	13	1	-2	22	-20	102	9	0.6	100	96	17
Cc1csc(NC(=O)CSc2ncn(-c3ccccc3)n2)n1	10	32	1	·	8	101	7	0.7	103	89	30
CCOc1ccc(-c2csc(NC(=O)c3ccc(S(=O)(=O)N4CCc5ccccc5C4)cc3)n2)cc1	4	0	-6	26	-27	101	-21	0.0	99	103	10
CCc1cccc2cc3c(N)c(C(=O)Nc4ccc(S(=O)(=O)N5CCCC5)cc4)sc3nc12	13	-1	-5	-23	-27	99	30	4.8	99	100	16
SMILES	Avidin bead fluor	ABCG2 inh	Bim-Mcl-1	Pf gamet viab	Mcl1 Bid PPI	RGS7-Gao reg	Mcl1-Noxa inh	ABCB1 block	RGS4-Gao reg	RGS8-Gao	GSH bead fluor
O=C(COc1ccc([N+](=O)[O-])cc1Cl)NCC1CCCO1 (centres undefined)	5	1	0	18	-38	93	1	0.9	97	98	16
O=C(Nc1ncccn1)c1ccc([N+](=O)[O-])cc1	10	2	-2	-10	-2	99	-6	0.2	90	95	10
Cc1ccc(NC(=O)Nc2nc3ccccc3s2)cc1NC(=O)Nc1nc2ccccc2s1	6	·	·	·	-12	?	16	·	84	97	·
Cc1cc(C)nc(SCCS(=O)(=O)Cc2ccccc2)n1	9	6	-7	·	1	100	-5	0.9	102	91	18
Cc1cc([N+](=O)[O-])nn1CC(=O)Nc1ccccn1	8	1	-4	·	-1	98	25	0.8	106	102	13
Cc1cc(C(=O)CSc2nc3ccccc3c(=O)[nH]2)c(C)n1CC1CCCO1 (centres undefined)	9	-3	-2	-8	-33	101	-6	-1.2	100	99	19
O=C(NCCO)Nc1ccc2nc(-c3ccco3)c(-c3ccco3)nc2c1	-1	-1	15	·	18	40*	106*	-0.4	66	48*	9
COC(=O)c1sc2cc(C(F)(F)F)cnc2c1-c1ccccn1	3	-1	-1	·	-14	104	8	-0.4	104	102	10
COc1ccc(N2CCN(c3oc(-c4ccc(OC)c(OC)c4)nc3C#N)CC2)cc1	13	14	-2	·	-6	101	-10	1.0	101	100	27
c1cc(-n2cnnn2)ccc1NC1=NCCC1	4	1	1	·	-6	104	4	0.2	103	101	64
Cc1ccc(N2C(=O)CC(N3CCc4ccccc43)C2=O)cc1Cl (centres undefined)	8	9	1	-6	-28	110	6	2.9	107	104	19
CCN1CCN(C(=O)CSc2nc(N)cc(N)n2)CC1	11	-1	4	·	-11	98	13	0.6	102	98	11
Cc1ccc(-n2c(-c3cccc(C)c3)n[nH]c2=S)cc1	5	-2	-5	7	-29	110	34	-0.4	106	79	15
CCn1c(C)nc([N+](=O)[O-])c1Sc1ccc(F)cc1	5	5	-3	0	-18	102	-3	0.5	102	103	10
COc1ccc(/C(C)=N/N2CCOCC2)c(O)c1	5	·	·	-8	-18	?	20	·	98	100	·
O=C(c1ccc2ccccc2n1)N1CCN(c2ccccc2Cl)CC1	30	6	1	-7	-36	106	23	0.8	106	103	7
O=C(c1snnc1-c1ccccc1)N1CCOCC1	11	-2	2	-29	-6	104	13	-0.1	104	104	11
COc1ccc(C(=O)Cn2nnc(-c3ccccc3NC(=O)C(F)(F)F)n2)cc1	2	4	0	·	-11	106	6	1.7	104	114	46
Cn1cc(S(=O)(=O)NC(c2ccccc2)c2ccccc2)c(=O)n(C)c1=O	·	·	·	-1	-28	?	4	·	104	102	·
CC(=O)CC(=O)Nc1ncc(C(F)(F)F)cc1Cl	12	-3	0	0	-21	?	14	-1.1	101	102	14
